Source: PubChem (several laboratories)
AID2073 = inhibitors of Mint1-CaV2.2 protein interaction, biochemical, HTRF (AID 2073); inhibition, % at 20 µM, or IC50 in µM where a hit was titrated; 290,000 compounds, 0.19% hits; HTRF protein-protein interaction, Mint1-CaV2.2; higher % means a stronger effect; in the data active = inhibition mostly above about 51%, no sharp cut-off; note: some results filed as inactive read as strong as hits
MT stabilize HCS = microtubule stabilizers in HeLa cells. HeLa tubulin immunostaining HCS, 24 h; share of cells brighter than vehicle mean+2SD. % tubulin-high responders, % at 10 µM. 200,000 compounds, 0.83% hits. AID 2205;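 active = plate Z-score above 3 for both tubulin-high and condensed-nucleus cell shares, with cell loss under 80%, at 10 µM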;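 note: anti alpha tubulin signal scored within the nucleus-defined area of each cell; some results filed as inactive read as strong as hits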
Yfh1-depleted yeast = mitochondrial function rescue without frataxin homolog – Friedreich's ataxia, plus single-dose screen, dose response (AID 1465); 220,000 compounds, 0.074% hits; S. cerevisiae Yfh1-off respiration, WST-1 reduction, 72 h; higher fold induction means a stronger effect; one-dose fold induction at 50 µM; EC50 in µM for titrated hits;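 active = fold induction of absorbance versus untreated yeast above a set limit, then at least 30% activation at any dose in follow-up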;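 note: activators that raise dye reduction in frataxin-depleted yeast; strong numbers were not always called active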
Ins promoter up = MIN6 insulin promoter up-regulation. MIN6 insulin promoter-GFP reporter, high-content imaging; active compounds read high. z-score at 5 µM. AID 1625. 190,000 compounds, 0.3% hits;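 active = z-score above 3 at 5 µM with at least 500 cells counted in the well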
Dynein transport = blocks dynein driven cargo transport along microtubules | z-score, hits read low | AID 1381 | 220,000 compounds, 0.47% hits | 3617.4 mouse cells, GR-EGFP nuclear translocation imaging; test concentration mostly 20 µM; stimulated with dexamethasone, 1 µM; active compounds read low;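 active = plate z-score of nuclear minus cytoplasmic receptor signal below a set negative limit, without overly bright fluorescence or cell loss, cut at about -3.5 in these data, passing the limit was not always enough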;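 note: z-score of nuclear minus cytoplasmic ring GR-EGFP intensity difference per well; some compounds called inactive have numbers as strong as hits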
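Buffer or medium: Induction medium lacking tetracycline, stripped serum | Also added: Dexamethasone agonist, 1.0 µM final, for 30 min | Timing: 48 h induction, 1 h compound, 30 min dex at 37 °C | Detection: Formaldehyde fixation, Hoechst nuclear stain, 10x automated fluorescence imaging | Measure: Nuclear versus cytoplasmic GR-EGFP signal, averaged per well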
b-catenin transl = beta-catenin nuclear translocation modulation | AID 1665 | HeLa beta-catenin nuclear translocation, immunofluorescence imaging | 190,000 compounds, 0.3% hits | nuclear translocation activity, % at 5 µM;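 active = nuclear translocation activity above 50% at 5 µM, with a well cell count of 50 or more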;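 note: per-cell ratio of nuclear to cytoplasmic median beta-catenin stain intensity; plate controls were DMSO negative control for no effect and GSK-3 inhibitor IX positive control for full effect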
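System: Human HeLa cells, endogenous beta-catenin | Compound dosing: 5 µM primary, 0.02–20 µM confirmation | Timing: 24 h compound exposure at 37°C, 5% CO2 | Measured by: Fluorescence imaging of beta-catenin antibody stain plus DAPI | Read-out basis: % activation of per-cell nuclear versus cytoplasmic median beta-catenin signal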
HIV peptide binding = inhibitors of HIV fusion peptide binding, primary screen, biochemical, uHTS, fluorescence dequenching (AID 1986) | cell-free peptide binding, fluorescence dequenching, 30 min; higher % means a stronger effect | inhibition, % at 20 µM, or IC50 in µM where a hit was titrated | 290,000 compounds, 0.3% hits; in the data active = inhibition mostly above about 52%, no sharp cut-off; inactive = mostly below about 76%; note: some results filed as inactive read as strong as hits
Autophagy mod = modulators of autophagy; AID 463193; calls only at 10 µM (by protocol); MEF GFP-LC3 puncta imaging; test concentration mostly 10 µM; 190,000 compounds, 0.98% hits;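 active = percentage of spot-positive cells more than 3 SD above its plate mean, without a fluorescence outlier flag or 80% toxicity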;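 note: spot-positive cell cutoff set from DMSO-treated cells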
WT yeast gro inh = growth inhibition of WT yeast, mitochondrial fusion screen. mitochondrial fusion phenotypic screen, WT strain. 190,000 compounds, 2.1% hits. inhibition, % at 10 µM; in the data active = inhibition above about 58%; tested in S. cerevisiae
WT yeast gro inh mutant strain = also measured in WT yeast gro inh; calls as there; inhibition, %; mitochondrial fusion phenotypic screen, mutant strain inhibition
Dynein transport cytoplasmic EGFP = further read-out of Dynein transport, marked with its call; z-score; measured here: cytoplasmic GR-EGFP intensity; active compounds read high
Dynein transport nuclear GR-EGFP = second read-out of Dynein transport, no call of its own (marks repeat the call); z-score; measured here: nuclear GR-EGFP intensity;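 lower value marks the stronger effect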
Dynein transport cell count = also measured in Dynein transport; calls as there; z-score; measured here: cell count per field
Ins promoter up cell count = recorded beside Ins promoter up, whose call it bears; cell count; measured here: cytotoxicity, nuclei count;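 total cells summed across four imaged fields per well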
b-catenin transl cell count 5 µM = further read-out of b-catenin transl, marked with its call; cell count; measured here: cell count, cytotoxicity flag
MT stabilize HCS Hoechst-high % = second read-out of MT stabilize HCS, no call of its own (marks repeat the call); % Hoechst-high responders; measured here: nuclear condensation Hoechst responders;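 share of cells brighter than vehicle mean plus two SD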
MT stabilize HCS cytotoxicity % = further read-out of MT stabilize HCS, marked with its call; toxicity, %; measured here: cytotoxicity by cell density;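 0% = mean cell density of plate MIN control wells and 100% = no cells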
Autophagy mod cell loss 18 h = also measured in Autophagy mod; calls as there; toxicity, %; measured here: cell loss, nuclei count;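 cell loss after 18 h compound exposure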
* marks the source's active call; other numbers are inactive results; i = inactive; nt = not tested or not shown.

Below each compound – AID2073, MT stabilize HCS, MT stabilize HCS Hoechst-high %, MT stabilize HCS cytotoxicity %, Yfh1-depleted yeast, Ins promoter up, Ins promoter up cell count, Dynein transport, Dynein transport cytoplasmic EGFP, Dynein transport nuclear GR-EGFP, Dynein transport cell count, b-catenin transl, b-catenin transl cell count 5 µM, HIV peptide binding, Autophagy mod, Autophagy mod cell loss 18 h, WT yeast gro inh, WT yeast gro inh mutant strain
1: COCCCN1C(=O)c2ccc(C(=O)OCC(=O)NCCc3ccccc3)cc2C1=O
 : 9%, 3.4, 2.4, 11, i, -0.04, 1340, -0.054, -0.36, 0.23, 0.41, -2.1, 1097, 0.0%, i, 3, -6, 11
2: Cc1ccc(S(=O)(=O)N2CCCC2)cc1[N+](=O)[O-]
 : 4%, 1.8, 2.0, 0.6, i, -0.29, 1413, 0.59, -0.24, 0.45, 0.053, 0.1, 1145, 1.3%, i, 3, -9, -3
3: CS(=O)(=O)N(Cc1ccco1)Cc1ccccc1Cl
 : -1%, 1.8, 0.3, 18, i, 0.78, 1266, -0.29, -0.29, -0.048, 0.98, nt, nt, 0.3%, i, 4, 6, 2
4: Cc1cc2nc(SCC(=O)Nc3nonc3C)c3c(c2cc1C)CCCC3
 : 24%, 1.9, 0.8, 4.3, i, 0.67, 1203, 0.53, -0.23, 0.84, -0.51, -2.2, 1001, 0.1%, i, -5, -16, 2
5: O=C(CN1CCC(C(=O)c2ccc3c(c2)OCCO3)CC1)NC1CCCC1
 : 23%, 3.9, 2.6, 7.6, i, 0.1, 829, -0.22, -0.21, 0.079, 0.066, -3.5, 769, 8.4%, i, -9, -1, 7
6: CC(=O)c1cccc(-n2nnnc2SCC(=O)N2CCCC2)c1
 : 1%, 1.6, 2.4, 5.8, i, 0.58, 2059, -0.9, -0.26, -0.33, 0.81, -1.0, 1071, -0.2%, i, -11, 12, 15
7: CCOC(=O)CC1CCCCN1Cc1cn[nH]c1-c1ccc(F)cc1F (stereo not drawn)
 : 23%, 2.6, 3.1, 7.4, i, 0.56, 1479, -0.46, -0.21, -0.15, 0.36, -3.8, 1013, 0.5%, i, -26, -22, -18
8: COc1ccc(CCNC(=O)C2CC(=O)N(c3ccc(F)cc3)C2)cc1OC (stereo not drawn)
 : -7%, 4.3, 2.9, 9.4, i, -0.26, 1564, -0.39, -0.29, 0.12, 0.41, -3.7, 810, -2.2%, i, -2, nt, nt
9: O=C(CCC1CCCCC1)Nc1ccc(S(=O)(=O)Nc2nccs2)cc1
 : 2%, 2.5, 1.8, 0.1, i, 1.1, 862, -0.59, -0.15, 0.22, 0.54, nt, nt, 2.9%, i, -4, -4, 1
10: O=C(COC(=O)c1cc[n+]([O-])cc1)Nc1cccc(Cl)c1Cl
 : 9%, 4.3, 5.8, 3.3, i, 0.58, 1261, -0.92, -0.32, -0.12, 0.42, 1.8, 1027, 0.8%, i, 3, 0, 7
11: [N-]=[N+]=CC(=O)C(c1ccccc1)(c1ccccc1)c1ccccc1
 : 7%, nt, nt, nt, i, 0.27, 1038, 0.24, -0.21, 0.54, -0.47, 1.3, 1373, 2.8%, nt, nt, nt, nt
12: CN(CC(=O)Nc1ccccc1F)CC(=O)Nc1ccccc1Br
 : 6%, 2.7, 3.5, 2.7, i, 2.3, 990, -0.65, -0.17, -0.38, 0.21, 1.9, 1052, -1.1%, i, -6, -35, -5
13: O=C(Nc1ccccc1F)c1ccc(Br)o1
 : -1%, 2.0, 2.3, 9.5, i, 0.24, 1251, 0.45, -0.22, 0.54, 0.52, nt, nt, 0.0%, i, 15, -5, -3
14: CCCOCCOC(=O)C1=C(C)NC(=O)NC1c1cc(Cl)c(O)c(OC)c1 (stereo not drawn)
 : -2%, 4.5, 1.7, 8.8, i, 0.79, 1180, -0.66, -0.22, -0.19, -0.19, -4.2, 1009, 1.5%, i, 14, 5, 3
15: CC(C)Nc1nc2cccnc2s1
 : -14%, nt, nt, nt, i, -0.31, 1005, 0.018, -0.23, 0.38, -0.36, 0.3, 1309, -1.2%, nt, nt, nt, nt
16: Cc1cc(C)n(CC(C)NCc2cn[nH]c2-c2cccc3ccccc23)n1 (stereo not drawn)
 : 18%, 3.5, 1.9, 6.1, i, 0.11, 1506, 0.28, -0.25, -0.069, 0.36, -0.6, 1043, 0.6%, i, 8, 2, 1
17: COCCn1c(SC(C)C(=O)Nc2ccc(Cl)cn2)nnc1-c1ccncc1 (stereo not drawn)
 : -5%, 2.4, 1.9, 7.9, i, -0.31, 1173, -0.8, -0.31, -0.1, 0.35, 0.3, 1079, 0.5%, i, 1, -5, -2
18: CC(C)(C)CC(=O)Nc1nnc(C(F)(F)F)s1
 : 6%, 1.5, 1.2, 2.6, i, 0.19, 1100, -0.61, -0.23, -0.51, 0.87, -1.7, 1128, 3.6%, i, -9, -13, -4
19: CC(C)(C)NC(=O)C(c1ccccn1)N(C(=O)C1CSC(=O)C1)c1cccc(F)c1 (stereo not drawn)
 : 2%, 5.4, 2.4, 6.5, i, -1.6, 1355, -0.45, -0.097, 0.52, -0.17, -3.7, 1049, 5.4%, i, 10, 7, 5
20: C=CCc1c(C)nc(SCC(=C)C)[nH]c1=O
 : -1%, 1.2, 1.3, 11, i, 0.57, 1014, 0.45, -0.25, 0.6, 0.57, nt, nt, 0.2%, i, -33, -12, 8
21: O=C(CN1C(=O)c2ccccc2S1(=O)=O)c1ccc(O)c(O)c1
 : -10%, nt, nt, nt, i, 0.39, 1123, -0.57, -0.26, 0.13, 0.41, -1.5, 1371, 15%, nt, nt, nt, nt
22: Cc1ccc(-c2cc(C(F)(F)F)n3nc(C(=O)NCCCn4ccnc4)cc3n2)cc1C
 : 7%, 4.2, 1.6, 3.4, i, -5.6, 572, -0.66, -0.16, 0.29, 0.86, 2.5, 1019, -0.6%, i, -24, 47, 47
23: Cc1ccccc1NC(=O)C(NC1CCCCC1)C(C)C (stereo not drawn)
 : -8%, 2.6, 1.6, 9.7, i, -0.47, 1530, 0.03, -0.32, 0.25, 0.31, 0.5, 1001, 1.0%, i, -2, -7, -19
24: CN(C)S(=O)(=O)c1ccc(C(=O)Oc2ccccc2)cc1
 : 0%, 4.2, 2.2, 8.2, i, 0.45, 1271, 1.1, -0.27, -0.052, -0.35, nt, nt, 0.9%, i, -2, 9, -13
25: O=C(Nc1nnc(C2CC2)o1)c1ccc(S(=O)(=O)N2CCc3ccccc3C2)cc1
 : 30%, 3.8, 2.7, 7.7, i, -0.41, 1290, 0.74, -0.25, 0.57, -0.4, 1.3, 1074, 23%, i, -6, 64*, 42*
26: Cc1ccc(-n2c(SCC(N)=O)nnc2-c2cnccn2)cc1
 : 0%, nt, nt, nt, i, -0.12, 1072, 0.72, -0.27, 0.24, -0.086, -0.9, 1316, 2.8%, nt, nt, nt, nt
27: CCOC(=O)N(NC(=O)C(O)(c1ccccc1)c1ccccc1)c1ccccc1
 : 2%, 3.9, 1.9, 6.7, i, 0.9, 1593, -0.29, -0.26, -0.21, 0.22, -2.1, 1109, 0.5%, i, -7, 8, 4
28: Cc1cccc(NC(=O)CNC(=O)COc2ccc(-c3ccc(C#N)cc3)cc2)c1C
 : 33%, 2.7, 1.9, 2.5, i, -0.3, 1188, 0.42, 0.073, 0.11, -0.6, -0.5, 454, -2.9%, i, -6, 4, 4
29: COC(=O)c1ccc(OCC(O)CN2CCC(C)CC2)cc1 (stereo not drawn)
 : 20%, 3.0, 3.6, 9.1, i, 0.31, 899, -0.6, -0.2, -0.26, 0.095, -6.5, 1233, -2.3%, i, 1, -12, -2
30: COC(=O)CC(=O)CSc1nc2c(cc1C#N)CCC2
 : 7%, 5.7, 2.4, 4.8, i, 0.56, 1225, 0.47, -0.24, 0.24, -0.5, -0.1, 1048, 1.3%, i, -8, -4, -33
31: CNC(=S)N(Cc1cc2cc(C)cc(C)c2[nH]c1=O)C1CCCC1
 : -20%, 1.8, 1.0, 0.4, i, nt, nt, 1.4, -0.081, 0.68, -1.7, -1.1, 1089, -1.2%, i, 24, 22, 3
32: CCN(CC)CCOC(=O)/C=C/c1ccccc1OC
 : 5%, 0.9, 1.6, 7.2, i, -0.23, 1409, -0.74, -0.31, -0.8, 1.1, 0.0, 964, -0.6%, i, -13, 1, -12
33: COc1ccc(C(CNC(=O)c2ccc(S(=O)(=O)N(C)C)cc2)N2CCCC2)cc1 (stereo not drawn)
 : 4%, 2.5, 1.4, 11, i, 0.81, 1252, -0.23, -0.25, -0.12, 0.6, -1.2, 1056, 0.8%, i, -4, -12, -7
